Screening data: PubChem BioAssay, National Center for Advancing Translational Sciences (NCATS)
D2 agonist = HTS Assay for Allosteric Agonists of the Human D2 Dopamine Receptor: Primary Screen for Agonists. HEK293 T-REx D2 cells, calcium flux agonist mode. hit rate 0.53% among 340,000. activation, % at 2 µM. D(2) dopamine receptor (Homo sapiens), P14416. AID 485358, 2010;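 active = activation over 3 SD above normal in the single-dose calcium agonist read, cut at about 30% in these data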; also: 0% is about no effect
Target sequence (P14416 whole entry, looked up): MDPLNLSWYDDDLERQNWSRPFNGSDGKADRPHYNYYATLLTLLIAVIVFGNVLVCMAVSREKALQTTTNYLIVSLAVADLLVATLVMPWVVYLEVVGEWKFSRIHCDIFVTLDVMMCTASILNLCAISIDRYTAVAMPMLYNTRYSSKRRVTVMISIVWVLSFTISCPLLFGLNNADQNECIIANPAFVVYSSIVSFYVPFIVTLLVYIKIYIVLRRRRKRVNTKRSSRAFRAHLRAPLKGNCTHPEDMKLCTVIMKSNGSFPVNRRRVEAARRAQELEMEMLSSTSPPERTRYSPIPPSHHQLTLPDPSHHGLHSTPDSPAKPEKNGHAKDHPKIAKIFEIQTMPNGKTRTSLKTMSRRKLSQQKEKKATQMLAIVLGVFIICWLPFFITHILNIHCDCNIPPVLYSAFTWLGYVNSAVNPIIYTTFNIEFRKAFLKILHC
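Agonism is scored from calcium flux in a force-coupled, inducible HEK293 cell line expressing D2, read kinetically for 180 s after compound addition against dopamine controls.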
RGS4 inhibitor = Inhibitors of Regulator of G Protein Signaling (RGS) 4: qHTS; Regulator of G-protein signaling 4 (Homo sapiens), P49798; Transcreener GDP fluorescence polarization, RGS4-accelerated GTP hydrolysis; Potency, µM (titrated, usually from 114 µM), for the others: at the highest dose activity change, negative = inhibition, most hits filed as inhibitors; hit rate 0.039% among 390,000; AID 504845, 2011; also: potency is read from the fitted curve at half-maximal effect; % is scaled to controls: 0 for no effect and ±100 for the full control effect; nearly all actives have a fitted effect of over 75% in size; some results filed as inactive show a strong effect at the top dose
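MLSMR compounds (23 nl, pin-transferred) preincubated 10 min at room temperature with a 500nM (2x) first reagent, then RGS4 at 900nM (2x) plus Transcreener GDP mix added; fluorescence polarization (620/688 nm) read before and after 90 min at 30 °C.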
Vif-A3F inh = qHTS for Inhibitors of Vif-A3F Interactions: qHTS. HeLa A3F-eYFP + Vif (tagged APOBEC3F with the HIV-1 protein that degrades it), YFP fluorescence increase. Potency, µM (series often up to 46.1 µM), inactives show top-dose activity, negative = active. hit rate 0.2% among 390,000. AID 602313, 2012; also: potency is read from the fitted curve at half-maximal effect; % of control where 0% means no effect; nearly all actives have a fitted effect of over 65% in size
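HeLa cells stably expressing A3F-eYFP plus Vif, plated and incubated overnight at 37 deg C, then exposed to compounds overnight at 37 deg C. Blocked degradation read as raised yellow fluorescence (Ex 488/Em 500-530).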
ALOX12 inh = Primary qHTS assay for inhibitors of human arachidonate 12S-lipoxygenase (ALOX12): Round 2; hit rate 1.1% among 580,000; Potency, µM (titrated, usually from 108 µM), inactives show at the highest dose activity change, negative = inhibition, usual class: inhibitors; purified 12hLO, xylenol orange hydroperoxide absorbance; AID 1671190, 2021; also: potency is read from the fitted curve at half-maximal effect; % is scaled to controls: 0 for no effect and ±100 for the full control effect
Target sequence (P18054 whole entry, looked up): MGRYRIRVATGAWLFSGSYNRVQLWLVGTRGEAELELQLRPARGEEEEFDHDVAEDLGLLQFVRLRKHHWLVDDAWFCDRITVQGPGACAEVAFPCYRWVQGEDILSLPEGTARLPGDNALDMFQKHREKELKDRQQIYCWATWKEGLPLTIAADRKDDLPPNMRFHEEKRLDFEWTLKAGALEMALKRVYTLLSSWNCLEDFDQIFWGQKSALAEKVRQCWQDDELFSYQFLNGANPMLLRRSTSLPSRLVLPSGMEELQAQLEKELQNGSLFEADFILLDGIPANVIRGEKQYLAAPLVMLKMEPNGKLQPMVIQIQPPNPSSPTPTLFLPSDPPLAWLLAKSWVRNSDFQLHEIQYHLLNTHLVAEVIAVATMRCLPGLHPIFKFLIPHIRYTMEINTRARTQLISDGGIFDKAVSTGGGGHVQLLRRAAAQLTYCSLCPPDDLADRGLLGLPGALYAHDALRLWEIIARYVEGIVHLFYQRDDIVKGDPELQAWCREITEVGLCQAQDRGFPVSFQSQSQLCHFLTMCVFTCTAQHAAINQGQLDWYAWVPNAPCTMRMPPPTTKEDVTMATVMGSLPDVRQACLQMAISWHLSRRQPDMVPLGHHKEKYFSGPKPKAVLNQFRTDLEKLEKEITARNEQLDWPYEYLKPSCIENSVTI
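Hydroperoxide product was detected by ferrous iron/xylenol orange as the 573 to 405 nm absorbance ratio. Arachidonic acid at 40 uM (final) was turned over for 30 min at room temperature by 150 nM human 12hLO, pH 7.0 Hepes buffer, after 15 min compound preincubation.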
D2 antag = HTS Assay for Allosteric Antagonists of the Human D2 Dopamine Receptor: Primary Screen for Antagonists; HEK293 TREx D2 cells, calcium flux, dopamine EC80; hit rate 2% among 340,000; inhibition, % at 10 µM; D(2) dopamine receptor (Homo sapiens), P14416; in the data active = inhibition above about 30%; also: 0% is about no effect
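Tetracycline-induced HEK293 T-REx cells expressing D2 force-coupled to calcium signalling were dye-loaded, exposed to compound for 180 s, then challenged with an EC80 of dopamine; calcium flux was followed kinetically for a further 180 s.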
GRP78 ERSR act = qHTS for Inducers of the Endoplasmic Reticulum Stress Response (ERSR) in Human Glioma: qHTS; U87-MG GRP78 promoter luciferase reporter, 16 h; Potency, µM, for the others: top-dose activation, actives largely listed as activators; hit rate 0.02% among 420,000; also: potency is read from the fitted curve at half-maximal effect; series mostly up to about 76 µM; % of control where 0% means no effect; nearly all actives have a fitted effect of over 35% in size
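Stably transfected U87-MG human glioma cells carrying a GRP78-based luminescent sensor were seeded at 1000 cells/well, pin-dosed with compounds and incubated 16 h. Luciferase reagent was then added, and end-point luminescence was read after 10 min at room temperature.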
ERG Ets-DNA blk = qHTS for Small Molecule Inhibitors of the ERG Ets/DNA interaction | fluorescence polarization, His-ERG Ets domain / labelled DNA | Transcriptional regulator ERG (Homo sapiens), P11308 | hit rate 0.028% among 370,000 | Potency, µM (series often up to 76.9 µM), inactives show top-dose FP activity, negative = inhibition, hits mostly inhibitors; active = well fitted inhibition curve with a large enough effect in the polarisation, with a control signal flat; inconclusive = small, poorly fitted or top-dose-only effect, or effect the other way, or a change in a side signal; inactive = no such curve, though single readings can be large or run the other way; the % refers to the polarisation;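 also: polarization taken with two DNA probes labelled with fluorescein and Texas red; potency is read from the fitted curve at half-maximal effect; % of control where 0% means no effect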
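His-tagged ERG Ets domain (1 uM in the protein solution; 300mM KCl, 50mM Tris-HCl, 1mM EDTA, 1mM DTT, pH 7.5) received compound, then a probe mix of 5 nM fluorescein-DNA and 100nM Texas-615-DNA. Fluorescence polarization was read for both dyes.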
LDHA block = qHTS assay for inhibitors of human lactate dehydrogenase; L-lactate dehydrogenase A chain (Homo sapiens), P00338; purified LDHA, NADH/diaphorase-resazurin fluorescence; active compounds read low; activity change, % (values are at about 110 or 230 µM); hit rate 0.15% among 480,000; in the data active = activity change below about -30%; inconclusive = mostly about -25% to -30%;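 also: plate controls were DMSO wells for no effect and wells without enzyme for full effect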
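Human LDH5 at 2 nM final in Tris HCl pH 7.4 with 0.06 mM NADH and 0.2 mM pyruvate, reacted 5 minutes at room temperature. Remaining NADH coupled via diaphorase/resazurin; resorufin fluorescence read at 0 and 20 minutes, normalized to enzyme-free and DMSO wells.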
Vif-APOBEC3G blk = qHTS for Inhibitors of Vif-A3G Interactions: qHTS; DNA dC->dU-editing enzyme APOBEC-3G (Homo sapiens), Q9HC16; HeLa A3G-eYFP + Vif (tagged APOBEC3G with the HIV-1 protein that degrades it), YFP fluorescence, overnight; hit rate 0.076% among 410,000; Potency, µM (doses to about 46.1 µM), for inactives: at the top dose activity, negative = active, usual class: inhibitors;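 also: potency is read from the fitted curve at half-maximal effect; % is scaled to controls: 0 for no effect and ±100 for the full control effect; nearly all actives have a fitted effect of over 60% in size; hits raise eYFP signal because A3G escapes Vif-driven loss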
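HeLa cells stably expressing Vif and C-terminally eYFP-tagged A3G, seeded overnight at 37 deg C, then exposed to compound by pintool overnight at 37 deg C. Rise in yellow fluorescence (Ex 488/Em 500-530, Acumen) marks blocked Vif-driven A3G degradation.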
* hit, by the source's call; ? = inconclusive; · = not tested or not shown; & = joins results of further samples; ! = not confirmed by another sample; [ ] = another dose, or the depositor's remark. Unless noted, calls follow the shape of the dose curve; as a rule, active = well fitted curve in the direction sought with a large enough effect; inconclusive = small, poorly fitted or top-dose-only effect, or another doubt; inactive = no such curve, though single readings can be large; an effect the other way counts as inactive or inconclusive.

SMILES	D2 agonist	RGS4 inhibitor	Vif-A3F inh	ALOX12 inh	D2 antag	GRP78 ERSR act	ERG Ets-DNA blk	LDHA block	Vif-APOBEC3G blk
Cc1ccc(CNc2cc(C)nc3nc(-c4ccc(C)cc4)nn23)cc1	-1.7	-13%	?	-7%	·	1%	?	-11	-13%
COc1ccc(-n2c(-c3ccccc3[N+](=O)[O-])nc3ccccc3c2=O)cc1	-0.4	-60%[56.9 µM]	0%	3%	9	-2%	3%	-1	-5%
O=C(Cc1cccc(C(F)(F)F)c1)N1CCN(CC(=O)N2CCCC2)CC1	0.3	8%	1%	337%[activator]	-11	-2%	8%	-14	-1%
COC(=O)C1=C(c2ccccc2)C[C@@H]2CC[C@H]1N2C(=O)NCc1ccc(F)cc1	·	-3%	-2%	-11%	·	-3%	7%	-2	-1%
CC(C)(C)NC(=O)CN1CCCN(C(=O)COc2ccc(Cl)c3ccccc23)CC1	-1.2	2%	9%	-8%	-17	-1%	·	-7	-3%
O=C(COC(=O)Cc1ccccc1)Nc1ccc(Cl)cn1	2.2	4%	0%	-5%	6	1%	-6%	-1	0%
COc1ccc(-c2nc3ccccc3n2OC(=O)N(C)C)cc1	-0.8	-7%	7%	0%	10	10%	2%	-13	-4%
O=C1/C(=C/c2cccc([N+](=O)[O-])c2)N2CCC1CC2	0.9	-7%	-11%	-12%	-12	-2%	-17%	0	0%
COc1cc2c(cc1/C=C/[N+](=O)[O-])OCO2	5.0	?	14%	1%	-1	-15%	13%	2	?
O=c1[nH]c(=O)n(-c2ccc(F)cc2)c(O)c1/C=C1\C=Nc2ccccc21	-0.4	5%	?	-9%	-20	5%	5%	-4	-20%
Cc1ccccc1-n1c(-c2ccoc2)nc2ccccc2c1=O	0.0	-6%	1%	11%	-13	-2%	-9%	-5	0%
Cc1ncc(C[n+]2csc(CCO)c2C)c(N)n1	55*!	8%&6%	4%&4%	?	68*!	-2%&-3%&-1%	-1%&15%	-4&-3	-2%&4%
CCCCC1(CCCC)C(=O)NC(=Nc2cccc(C)c2)NC1=O	0.4	5%	0%	-17%	-17	-2%	8%	-8	-1%
FC(F)(F)c1ccc2c(c1)nnn2C1CCN(Cc2nnnn2Cc2ccccc2)CC1	0.6	-37%	5%	6%	9	-1%	6%	6	-1%
CCNC(=O)NNC(=O)C1CC(c2cccnc2)=NO1 (stereo not drawn)	-0.4	-7%	16%	-2%	9	-3%	13%	-3	0%
COC(=O)C1=C(c2ccc(Cl)c(C(F)(F)F)c2)C[C@@H]2CC[C@H]1N2C(=O)NCCOc1ccc(OC)cc1	0.1	6%	-1%	·	-7	-3%	-17%	6	-11%
COc1ccc(S(=O)(=O)N2c3ccc(F)cc3CCC2C)cc1 (stereo not drawn)	·	20%	?	110%[activator]	·	-5%	-10%	-1	?
CCOC(=O)C(O)(c1ccc(N(CC)S(=O)(=O)c2ccccc2)cc1)C(F)(F)F (stereo not drawn)	17	10%	0%	4%	-13	1%	6%	-3	3%
COc1ccc2c(c1)NP(=S)(c1ccccc1)N2C (stereo not drawn)	·	?	2%	?	·	3%	17%	12	9%
CCCCn1c(O)c(C(CC)=NCCc2ccccc2)c(=O)[nH]c1=O	·	9%	2%	15%	·	-5%	-6%	-1	-5%
O=C(Oc1c(Cl)cc(Cl)c2ccccc12)N1CCCCC1	-1.2	6%	-8%	?	-7	1%	1%	-3	-8%
CC1=CC2OC3CC4OC(=O)C=CC=CC(C(C)O)OCC(O)C(C)CC(=O)OCC2(CC1O)C4(C)C31CO1 (stereo not drawn)	·	-17%	-4%	4%	·	-6%	·	2	-4%
Cc1sc2ccccc2c1CC1=NCCN1	·	0%[56.9 µM]	1%	?	·	-5%&-3%&-3%	4%	?	1%
CCOC(=O)N(CC)c1ccc(C(O)(C(=O)OC)C(F)(F)F)cc1 (stereo not drawn)	-0.1	19%	-13%	-25%	-5	-1%	-1%	-4	3%
COc1ccc(OC)c(N=Cc2c(O)[nH]c(=O)[nH]c2=O)c1	-0.3	-31%	8%	-8%	-15	-6%	-7%	5	-4%
O=C(N=Nc1c(O)[nH]c(=O)[nH]c1=O)C1COc2cc3ccccc3cc2O1 (stereo not drawn)	-0.4	?	-1%	-19%	-4	-1%	1%	7	-7%
c1coc(CN2Cc3ccccc3-n3nncc3C2)c1	·	·	-12%	-5%	·	-7%	·	-32*	-5%
O=[N+]([O-])c1ccc(N2CCOCC2)c2ccncc12	1.9	-13%	6%	-22%	-25	-5%	14%	20	1%
Cc1cc(N2CCOCC2)nc2ccc(NC(=O)CCC(=O)N3CCC4(CC3)OCCO4)cc12	-0.1	-24%	0%	0%	-16	0%	-2%	0	-2%
C[C@H]1[C@H](OC(=O)CCC(=O)NCc2ccc(C(=O)O)cc2)O[C@@H]2O[C@@]3(C)CC[C@H]4[C@H](C)CC[C@@H]1C24OO3	0.2	19%	-5%	·	-15	1%	16%	-5	2%
CC(NC(C)(C)C)C(=O)c1cccc(Cl)c1 (stereo not drawn)	-1.4	12%[56.9 µM]	-7%	-5%	15	0%&-2%&-4%	1%	-4	0%
COC(/C(C)=C/C=C/C(C)=C/c1coc(C)n1)C(C)C1CC(O)C2(C)OC2C=CC(C)C2CC(CC(=O)O2)CC2OC2C(=O)O1 (stereo not drawn)	·	-22%	-14%	?	·	-6%	·	-3	-47%
COC(=O)C1=C(c2ccc(OCc3ccccc3)cc2)C[C@@H]2CC[C@H]1N2C(=O)NCCCCc1ccccc1	·	·	1%	-15%	·	?	·	-9	3%
CSc1nnc(OC(=O)N(C)C)n1-c1ccc(Cl)cc1	-1.3	-19%	2%	0%	-5	-4%	0%	-4	-1%
Cc1c(NC(=O)C(C)OC(=O)Cc2ccccc2)c(=O)n(-c2ccccc2)n1C (stereo not drawn)	0.3	18%	0%	0%	0	-2%	1%	-2	1%
C[N+]1(C)C2CC(OC(=O)C(CO)c3ccccc3)CC1C1OC12 (stereo not drawn)	-1.5	6%	4%	10%	-5	-3%&-3%	?	-12	-1%
CCOC(=O)c1ccccc1N	·	22%	1%	12%	·	-3%	-3%	-7	-1%
COC(=O)C1=C(c2cccc(OC)c2OC)C[C@@H]2CC[C@H]1N2C(=O)NC1CCCCC1	·	-12%	6%	?	·	-2%	5%	-4	-5%
COC(=O)[C@@]1(C#N)[C@@H]2C=CC(C(C)=O)=CN2[C@@H](C(N)=O)[C@@H]1c1ccc(F)cc1	·	-49%	?	0%	·	-3%	37%[activator]	16	-2%
c1ccc(-n2ccnc2)cc1	-0.5	4%	-1%	10%	7	-3%	-1%	-4	0%
COC(=O)C1=C(c2ccccc2)C[C@@H]2CC[C@H]1N2C(=O)N1CCCC1	·	-26%	9%	-36%	·	-4%	11%	0	5%
CN1CCN(c2csc3ccc(F)cc3c2=O)CC1	·	-9%	-6%	4%	·	0%	-1%	1	0%
COc1ccccc1N1CCN(Cc2cc(C)c(C)cc2O)CC1	·	-15%	1%	12%	·	-6%	0%	-1	2%
Cc1cccc(C)c1NC1=NCCCCS1	0.6	15%	1%	0%	6	-1%	6%	-7	1%
CC1C(c2ccccc2)OC(=O)N1C (stereo not drawn)	·	29%	-13%	5%	·	1%	4%	-11	1%
Cn1c2ccccc2c2c(C(=O)N3CCC4(CC3)OCCO4)cn(C3CCCC3)c(=O)c21	0.1	-33%	0%	23%	-10	-1%	3%	-4	-1%
CN1c2ccccc2Oc2ccccc21	0.5	2%	-1%	?	-12	3%	-10%	-4	0%
Cc1ccc(S(=O)(=O)N(C)C)cc1NC(=O)C(C)[N+]12CCN(CC1)CC2 (stereo not drawn)	-7.2	10%	-6%	373%[activator]	32*	-1%	4%	-7	-5%
CN(C)CCN=Cc1c(O)n(-c2cccc3ccccc23)c(=O)[nH]c1=O	1.0	5%	-5%	6%[57.4 µM]	-1	-4%	·	-7	-1%
CC(C)(O)C1C2OC(=O)C1C1(O)CC3OC34C(=O)OC2C14C (stereo not drawn)	·	5%	6%	3%	·	-3%&-4%	-1%	-7	1%
CC(C)[C@H](NC(=O)N1C[C@H]2C[C@@H](C1)c1cccc(=O)n1C2)C(=O)Nc1ccccc1F	-0.4	-13%	0%	15%	2	-2%	-1%	0	-1%

A portion of the library. The share of hits here may be higher or lower than overall.
